Screening results deposited in PubChem BioAssay by The Scripps Research Institute Molecular Screening Center.
GPR151 activ = activators of human GPR151. Q8TDV0. PathHunter beta-arrestin GPR151 cells, luminescence. activation, % at 11.2 µM. 1% of 650,000 active; in the data active means activation above about 4.9%;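 further: 0% = median of compound wells and 100% = cells with positive control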
Target sequence (Q8TDV0 whole entry, looked up): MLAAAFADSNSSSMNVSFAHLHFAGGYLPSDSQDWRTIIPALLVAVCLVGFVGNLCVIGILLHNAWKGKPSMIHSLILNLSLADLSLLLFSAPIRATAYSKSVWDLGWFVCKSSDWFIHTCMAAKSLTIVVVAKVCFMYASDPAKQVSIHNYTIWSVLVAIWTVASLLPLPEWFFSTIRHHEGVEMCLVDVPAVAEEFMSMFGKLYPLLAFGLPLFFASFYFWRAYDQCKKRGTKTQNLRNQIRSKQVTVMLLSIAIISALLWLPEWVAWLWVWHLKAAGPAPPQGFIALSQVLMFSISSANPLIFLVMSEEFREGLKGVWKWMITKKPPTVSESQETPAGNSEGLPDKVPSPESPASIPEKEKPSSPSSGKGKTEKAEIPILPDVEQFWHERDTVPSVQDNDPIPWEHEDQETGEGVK
MITF inh = human MITF inhibition, primary screen; O75030; AlphaScreen MITF homodimerization, bead proximity signal; inhibition, % at 2.6 µM; 0.91% of 650,000 active; in the data active means inhibition above about 50%;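 further: 0% = vehicle wells with protein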
TEAD-YAP block = TEAD-YAP interaction inhibition | 1.4% of 640,000 active | inhibition, % at 9.12 µM | HEK-TIYL cells, TEAD-Gal4/YAP UAS-luciferase luminescence; in the data active means inhibition above about 32%;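 further: 0% = median of test compound wells and 100% = reference inhibitor wells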
FBW7 activator = activators of human E3 ligase FBW7; AlphaScreen FBW7–phospho-cyclin E peptide binding, activator screen; normalized activity (activation), % at 26.1 µM; 0.13% of 650,000 active; AID 1259310; in the data active means normalized activity above about 1.9%;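 further: purified mutant Fbw7 with reduced substrate affinity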
* marks the source's active call; other numbers are inactive results; / = no result given; & = joins results of further samples.

smiles	GPR151 activ	MITF inh	TEAD-YAP block	FBW7 activator
Cc1ccc2c(c1)N(CCCC(=O)N1CCC3(CC1)OCCO3)C(=O)CO2	-0.3	-7	7	-0.1
COc1ccc(NC(=O)CSC(N)=O)c(OC)c1	0.2	-3	9	0.2
O=C(Nc1cc2c3c(c1)CCN3C(=O)CC2)c1c(F)cccc1F	0.1	-4	13	0.0
CSc1ccccc1-c1ccc(OCCN2CCOCC2)nc1	3.3	14	-15	-0.5
CCOc1ccc(NC(=O)CSC2=NN3CCCC(=O)N=C3S2)cc1	2.4	3	11	0.1
CC(C)(C)c1ccc(C(=O)CC2(O)C(=O)N(CCc3ccccc3)c3ccccc32)cc1 (stereo unspecified)	0.8	3	5	0.0
C[N+](C)(CCCCCC[N+](C)(C)CCCN1C(=O)c2ccccc2C1=O)CCCN1C(=O)c2ccccc2C1=O	-0.3	11	/	0.1
Cc1cccc(NC(=O)/C=C/c2ccc([N+](=O)[O-])cc2)c1C	3.4	0	-1	0.2
CC(NC(=O)CSc1nc(N)cc(N)n1)c1cccc(Cl)c1 (stereo unspecified)	-1.4	9	2	-0.1
COC(CNC(=O)c1c[nH]c2ccc(S(=O)(=O)N(C)c3ccc(Br)cc3)cc2c1=O)OC	-0.3	9	15	0.4
O=C(c1cc(O)c(O)c([N+](=O)[O-])c1)c1ccccc1F	2.4	10	6	-0.1
Cn1cccc1C(=O)OCc1cc(Cl)cc2c1OCOC2	2.2	-9	-43	0.2

For reference, 2 of the compounds above.
smiles	GPR151 activ	MITF inh	TEAD-YAP block	FBW7 activator
Cc1cccc(NC(=O)/C=C/c2ccc([N+](=O)[O-])cc2)c1C	3.4	0	-1	0.2
CC(NC(=O)CSc1nc(N)cc(N)n1)c1cccc(Cl)c1 (stereo unspecified)	-1.4	9	2	-0.1

Of the compounds above, these have a halogen:
smiles	GPR151 activ	MITF inh	TEAD-YAP block	FBW7 activator
O=C(Nc1cc2c3c(c1)CCN3C(=O)CC2)c1c(F)cccc1F	0.1	-4	13	0.0
CC(NC(=O)CSc1nc(N)cc(N)n1)c1cccc(Cl)c1 (stereo unspecified)	-1.4	9	2	-0.1
COC(CNC(=O)c1c[nH]c2ccc(S(=O)(=O)N(C)c3ccc(Br)cc3)cc2c1=O)OC	-0.3	9	15	0.4
O=C(c1cc(O)c(O)c([N+](=O)[O-])c1)c1ccccc1F	2.4	10	6	-0.1
Cn1cccc1C(=O)OCc1cc(Cl)cc2c1OCOC2	2.2	-9	-43	0.2

(continued)
smiles	GPR151 activ	MITF inh	TEAD-YAP block	FBW7 activator
COc1ccc(N2C(=O)c3ccccc3NC2c2ccccc2F)cc1 (stereo unspecified)	-0.9	5	-14	-0.1
COc1cc(OC)cc(C(=O)N(c2ccc(Cl)cc2)C2C=CS(=O)(=O)C2)c1 (stereo unspecified)	-1.9	8	2	0.1
Cc1cc(SCC(N)=O)nc2c(C)cccc12	0.7	12	-5	0.1
CC12CCC(c3nnc(SCC(=O)Nc4ccccc4)nc31)C2(C)C (stereo unspecified)	-0.6	9	1	0.1
COc1ccc(NC(=O)Cn2c(-c3ccc(OC)c(OC)c3)nc3ccccc3c2=O)cc1Cl	-1.1	-2	-7	0.0
O=C(c1ccccc1)c1ccc2nc(Cl)c3nnnn3c2c1	-1.7	-1	11	0.0
COc1cc(C(=O)Nc2ccc(Cl)c([N+](=O)[O-])c2)c(Br)c(OC)c1OC	-1.1	7	-9	0.2
CC(C)C(=O)N1CCN(c2ccc(NC(=O)c3ccccc3[N+](=O)[O-])cc2Cl)CC1	2.3	-10	0	0.0
CS(=O)(=O)N1CCc2cc(NC(=O)c3ccc(Cl)cc3Cl)ccc21	-1.0	-6	-8	-0.2
O=C1CC(N2CCc3ccccc3C2)C(=O)N1c1ccccc1Cl (stereo unspecified)	-0.6	-2	0	-0.2
COc1ccc([C@@H]2CC(=O)c3c(O)cc(O[C@@H]4O[C@H](CO[C@@H]5O[C@@H](C)[C@H](O)[C@@H](O)[C@H]5O)[C@@H](O)[C@H](O)[C@H]4O)cc3O2)cc1O	-1.9&3.0&1.8	-11&14&3	2&-30	0.8&-0.1&-0.2
COCCNc1ccc2ncc(-c3cccc(C(C)=O)c3)n2n1	2.6	-5	7	-0.1
O=[N+]([O-])c1nn(-c2cccc(Cl)c2)n(O)c1=NCCC1=CCCCC1	-0.2	42	8	-0.7
COc1ccc(-c2nc3ccccc3c(=O)n2CC(=O)Nc2cccc(C(F)(F)F)c2)cc1OC	-0.8	14	-4	0.0
Cc1cc(C)nc(/N=C(\N)Nc2ccc(Br)cc2)n1	-1.5&0.6	-16&11	0&1	-0.1&0.5
CC(=O)N(CN1C(=O)c2ccccc2C1=O)c1ccc(C)cc1	-1.0	18	0	0.1
CCOC(=O)C1C(=O)C=C(c2ccco2)CC1c1ccc([N+](=O)[O-])cc1 (stereo unspecified)	-0.1	10	-9	-0.1
O=C(NCc1ccccn1)c1cccc(OC2CCN(Cc3ccccc3)CC2)c1	-0.4	-10	9	-0.1
CCOC(=O)CC(=O)CSc1nc(N)c2c(C)c(C)sc2n1	-0.9	-4	8	-0.1
CCOc1ccc(/C=N/NC(=O)CNC(=O)c2ccccc2Br)cc1	0.8	-15	4	-0.1
O=C(Nc1ccc(F)cc1)c1ccc(C(F)(F)F)cc1	-1.7	17	-22	0.2
COCCN1C(=O)c2ccccc2C(C(=O)Nc2ccc(C(F)(F)F)cc2)C1c1ccc(F)cc1 (stereo unspecified)	0.5	-6	-11	0.1
CCn1c(SCc2c(Cl)cccc2[N+](=O)[O-])nc2ccccc2c1=O	1.2	13	6	0.0
CC(C)C(=O)NCC1CCC2(CCN(Cc3ccc(F)cc3F)CC2)O1 (stereo unspecified)	-0.1	-4	1	0.0
CCOc1ccccc1CNC(=O)CCCN1C(=O)COc2ccc(C)cc21	0.3	-7	-1	0.0
COc1ccccc1/C=N\NC(=O)Cc1nnc(N)s1	0.2	6	-5	-0.6
O=C(CCN1CCOCC1)Nc1cc(C(=O)N2CCN(c3ccccc3Cl)CC2)ccc1N1CC2CC(C1)c1cccc(=O)n1C2 (stereo unspecified)	0.6	-2	2	0.6
COc1ccc(-c2noc(CN(Cc3c(C)nn(C)c3C)C(C)C)n2)c(OC)c1OC	0.1	0	59*	0.0
Cn1nnc2cc(NC(=O)Nc3ccc(I)cc3)ccc21	-2.4	4	-62	0.6
COc1ccc(C(=O)NCC(=O)N/N=C/c2cc(Br)ccc2O)cc1OC	0.2	15	21	-0.1
CC1=C(C(=O)OCCc2ccccc2)C(c2ccccc2Br)CC(=O)N1 (stereo unspecified)	-0.2	-6	4	-0.1
COc1cccc(C(=O)N2CCN(c3ccc(Cl)cc3)CC2)c1	1.6	6	7	-0.3
NC(=O)c1sc2nc(-c3ccccc3)cc(-c3ccco3)c2c1N	3.7	8	12	0.1
O=C(c1cc(S(=O)(=O)N2CCC3(CC2)OCCO3)ccc1F)N1CC(=O)N(CCc2ccccc2)C(=O)C1	-0.8	-3	-6	-0.1
Cc1cc(NS(=O)(=O)c2ccc(NC(=O)Cc3cccs3)cc2)no1	-0.7	-9	-9	-0.2
Cc1cn2c(=O)c(C(=O)NC3CCC3)cnc2s1	0.5	11	3	-0.3

2 compounds drawn at random from those above:
smiles	GPR151 activ	MITF inh	TEAD-YAP block	FBW7 activator
Cc1cc(NS(=O)(=O)c2ccc(NC(=O)Cc3cccs3)cc2)no1	-0.7	-9	-9	-0.2
Cc1cn2c(=O)c(C(=O)NC3CCC3)cnc2s1	0.5	11	3	-0.3

Further entries follow:
smiles	GPR151 activ	MITF inh	TEAD-YAP block	FBW7 activator
CCOc1cc(/C=N/NC(=O)CN2CCCCC2)ccc1O	0.4	11	15	0.6
COc1cc(Nc2nc(-c3ccc(CC(C)C)cc3)cs2)c(OC)cc1Cl	-1.2	13	-2	0.5
Fc1cccc(Cl)c1Cc1noc(Cc2c(F)cccc2Cl)n1	0.2	2	-17	0.9
CCCCCOC(=O)CSc1nc2sc3c(c2c(=O)n1C1CCCCC1)CCCC3	-1.2	13	-1	0.2
CC(NS(=O)(=O)c1ccc([N+](=O)[O-])cc1)C(=O)NN (stereo unspecified)	0.4	3	2	0.2
Cc1cc(C)nc(SCc2cc(=O)c(OC(=O)/C=C/c3ccc4c(c3)OCO4)co2)n1	-1.8	1	4	0.0
O=[N+]([O-])c1ccc2c(c1)nc1n2CCCCC1	1.1	14	-6	0.2
Cc1cccc(NC(=O)C2CC(=O)OC2c2ccccc2)c1 (stereo unspecified)	-0.5	16	-9	0.0
CC1Cn2cc(C(=O)N3CCN(c4ccccc4)CC3)c(=O)c3c(Cl)ccc(c32)O1 (stereo unspecified)	-1.1	6	-3	-0.1
Cc1cc(C=C2C(=O)NC(=O)NC2=O)c(C)n1-c1ccc(O)cc1	0.4	10	8	0.0
Cc1cccc(-n2nc3c(c2NC(=O)c2ccc(C(C)(C)C)cc2)CSC3)c1C	1.5	7	10	-0.1
Cc1nc(N2CCCCC2)nc(N2CCCCC2)c1[N+](=O)[O-]	-1.3	14	-6	0.8
CCCN(CCC)S(=O)(=O)c1ccc(C(=O)Nc2ccc3c(c2)OC2(CCCCC2)O3)cc1	1.1	-15	6	-0.1
CSc1nc2c3ccccc3n(C(C)=O)c2n1Cc1ccccc1	-0.4	4	-27	-0.1
COc1ccc(C(=O)COC(=O)Cc2ccc(S(=O)(=O)N3CCCCC3)s2)cc1	-0.3	9	7	0.2
CCN(CC(=O)NC(C)C)C(=O)c1cc(F)cc(F)c1	3.8	-1	-1	0.0
O=[N+]([O-])c1ccccc1-c1cnn(-c2ccc(F)cc2F)c1	5.9*	15	-37	0.7
CCOC(=O)N1CCC(n2c(SCC(=O)Nc3ccccc3Cl)nc3ccccc3c2=O)CC1	-1.2	-12	-8	0.0
CCOC(=O)Cn1c(O)c(N=NC(=O)c2ccccn2)c2ccccc21	-0.7	15	-23	0.0
COc1cc(OC)cc(C(=O)N2CCN(C3CCCCC3)CC2)c1	5.0*	27	0	-0.1
COC(=O)c1ccc(OC2=C(Cl)C(=O)N(Cc3ccccc3)C2=O)cc1	-1.5	7	-4	0.7
FC(F)(F)c1cccc(N=c2oc3ccc(Br)cc3cc2-c2nc3ccccc3[nH]2)c1	2.3	-4	-19	-0.1
